# MgcRacGAP inhibition – MgcRacGAP GTPase-activating activity inhibitors, confirmation, biochemical, ADP Hunter fluorescence | Rac GTPase-activating protein 1 (Homo sapiens) | MgcRacGAP-stimulated Rac1 GTP hydrolysis, ADP Hunter fluorescence; higher % means a stronger effect; GST-tagged Rac1 F28L mutant substrate | one-dose inhibition, % at 30 µM; IC50 in µM for titrated hits | actives 0.6% (n = 340,000);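 active = first-screen hits whose inhibition reached a set limit at any dose in the follow-up dose series; inconclusive = inhibition above the set first-screen limit but never retested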;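 also: fluorescence reports GDP produced by GAP-driven GTP hydrolysis; strong numbers were not always called active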
# UTI89 phage lysis – inhibition of K1F phage lysis, E. coli UTI89, bacterial capsule biogenesis inhibitors, alamar blue (AID 488966); E. coli UTI89 K1F phage lysis, alamar blue, 2 h; higher % means a stronger effect; one-dose inhibition, % at 100 µM; IC50 in µM for titrated hits; actives 0.02% (n = 340,000);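 active = phage lysis inhibition, versus mean bacterial control, above a set limit; inconclusive = no clear call, values can overlap the other calls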;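 also: capsule biogenesis inhibitors block K1F phage lysis so surviving cells raise fluorescence; higher fluorescence means more inhibition of phage lysis; actives were called in the ten point dose series up to 300 µM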
# RSV antiviral HEp-2 – RSV antiviral activity via CPE protection, HEp-2 cells, primary 10 µM value included (AID 2391); HEp-2 cells, RSV-induced CPE inhibition; higher % means a stronger effect; CPE inhibition, % at 10 µM, or IC50 in µM where a hit was titrated; actives 0.13% (n = 310,000); in the data active = a potency from the dose series; inconclusive = CPE inhibition mostly from about 23% at the one dose, without a potency; inactive = the rest, 99 in 100 with CPE inhibition below about 21%; also: strong numbers were not always called active
# Siah-1 displacement – Siah-1 peptide-binding antagonists, primary screen, biochemical, fluorescence polarization, rhodamine-plectin, uHTS (AID 1817) | E3 ubiquitin-protein ligase SIAH1 (Homo sapiens) | Siah-1 / rhodamine-plectin peptide fluorescence polarization; higher % means a stronger effect | displacement, % at 20 µM; hits with a dose series show IC50 in µM | actives 0.02% (n = 290,000);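 active = displacement of at least 50% at 20 µM, with a fluorescence ratio check between 0.3 and a set limit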;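 also: plate controls were Siah plus tracer with DMSO for no effect and tracer alone without Siah for full effect; strong numbers were not always called active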
# AID2073 – inhibitors of Mint1-CaV2.2 protein interaction, biochemical, HTRF (AID 2073) | Voltage-dependent N-type calcium channel subunit alpha-1B (Homo sapiens) | HTRF protein-protein interaction, Mint1-CaV2.2; higher % means a stronger effect | one-dose inhibition, % at 20 µM; IC50 in µM for titrated hits | actives 0.19% (n = 290,000); in the data active = inhibition mostly above about 51%, no sharp cut-off; inconclusive = no clear call, values can overlap the other calls; inactive = mostly below about 53%; also: some results filed as inactive read as strong as hits
# NS5 inhibitors – Dengue-2 NS5 methyltransferase inhibitors, primary screen, biochemical, confirmation dose response (AID 588689). Genome polyprotein (Dengue virus type 2 (strain 16681-PDK53)). Dengue-2 NS5 methyltransferase capping enzyme assay, biochemical; higher % means a stronger effect. one-dose inhibition, % at 25 µM; IC50 in µM for titrated hits. actives 0.3% (n = 340,000); in the data active = a potency from the dose series; inconclusive = inhibition above about 29% without an active follow-up result
# NTR1 ag – agonists of NTR1, primary screen, imaging, U2OS cells, beta-arrestin-GFP, high content (AID 493036). Neurotensin receptor type 1 (Homo sapiens), P30989. NTR1-U2OS beta-arrestin-GFP spot imaging, agonist mode. activation, % at 20 µM. actives 0.17% (n = 330,000);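 active = activation at or above 40% of the spot to cytoplasm intensity ratio, with at least 20 cells analyzed; inconclusive = wells under 20 cells, flagged as cytotoxic or low count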;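 also: 0% = DMSO without peptide and 100% = 100 nM NTR1 peptide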
# Target sequence (P30989 whole entry, looked up): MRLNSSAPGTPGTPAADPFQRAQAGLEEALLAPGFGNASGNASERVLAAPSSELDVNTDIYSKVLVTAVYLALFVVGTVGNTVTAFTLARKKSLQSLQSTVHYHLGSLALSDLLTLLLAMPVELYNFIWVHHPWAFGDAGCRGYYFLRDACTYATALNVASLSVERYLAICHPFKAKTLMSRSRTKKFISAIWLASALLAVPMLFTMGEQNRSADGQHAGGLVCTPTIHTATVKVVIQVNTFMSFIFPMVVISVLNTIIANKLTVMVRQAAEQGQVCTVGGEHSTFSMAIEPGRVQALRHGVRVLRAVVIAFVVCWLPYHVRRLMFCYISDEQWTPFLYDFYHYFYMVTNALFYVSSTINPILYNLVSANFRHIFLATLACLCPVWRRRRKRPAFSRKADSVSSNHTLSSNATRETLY
# Large T inhibition – SV40 large T antigen inhibitors, biochemical (AID 1903); actives 0.39% (n = 310,000); inhibition, % at 20 µM, or IC50 in µM where a hit was titrated; SV40 large T antigen ATPase/helicase inhibition assay; higher % means a stronger effect; in the data active = a potency from the dose series; inconclusive = inhibition mostly from about 32% at the one dose, without a potency; inactive = the rest, 99 in 100 with inhibition below about 32%; also: strong numbers were not always called active
# West Nile antiviral – West Nile virus antiviral activity, cell-based, CPE readout (AID 1621) | West Nile virus-infected cells, CPE inhibition; higher % means a stronger effect | one-dose CPE inhibition, % at 10 µM; IC50 in µM for titrated hits | actives 0.02% (n = 290,000); in the data active = a potency from the dose series; inconclusive = CPE inhibition mostly from about 3.7% at the one dose, without a potency; inactive = the rest, 99 in 100 with CPE inhibition below about 2.2%; also: strong numbers were not always called active
# NTR1 ag cell count 20 µM – further read-out of NTR1 ag, marked with its call; cell count; measured here: cell count, cytotoxicity flag
# NS5 inhibitors pilot replicate – further read-out of NS5 inhibitors, marked with its call; inhibition, %; measured here: pilot screen replicate inhibition
# Numbers without * were called inactive; ? = inconclusive; · = not tested or not shown; [ ] = remark or other dose.
SMILES,MgcRacGAP inhibition,UTI89 phage lysis,RSV antiviral HEp-2,Siah-1 displacement,AID2073,NS5 inhibitors,NTR1 ag,NTR1 ag cell count 20 µM,Large T inhibition,West Nile antiviral,others
Cc1c(C#N)c2ccccc2n1CC(=O)NCc1ccccc1,-1%,8.1%,3.4%,-3%,16%,-8%,-0.7,47,-2%,0.0%,
O=C(CC1NC2CCCCC2NC1=O)Nc1cccc(C(F)(F)F)c1 (stereo unspecified),-3%,-0.5%,0.7%,0%,-2%,-10%,-0.5,70,18%,0.2%,
Cc1cc(OC(=O)c2c(C)cc(O)cc2O)cc(O)c1C(=O)O,13%,-3.4%,·,·,·,2%,-1.0,87,11%,·,
Cc1c(NC(=O)c2cc(-c3ccccc3)on2)c(=O)n(-c2ccccc2)n1C,4%,0.1%,2.1%,3%,-1%,6%,-0.2,60,2%,-0.2%,
O=C1c2ccccc2C(=O)c2cc(NC(=O)C3CC3)ccc21,8%,1.3%[50 µM],3.4%,10%,24%,-1%,3.2,80,-3%,-0.7%,
COc1ccc(NC(=O)Nc2ccc3oc(C)nc3c2)cc1,3%,-0.1%,10%,-3%,3%,-44%,-0.9,87,-2%,0.8%,
Cc1ccc(C(=O)Nc2ccc3nc(C)sc3c2)s1,14%,0.3%,5.1%,0%,?,-3%,0.9,40,3%,0.2%,
O=C(Nc1c2c(nn1-c1ccccc1)CS(=O)(=O)C2)c1ccco1,6%,-0.2%,1.4%,2%,-5%,1%,0.3,59,28%,0.8%,
CC(C)(C)C(=O)Nc1ccccc1C(=O)NCCC(=O)Nc1ccccc1,4%,-1.4%,0.1%,·,·,-3%,-2.7,112,13%,·,
COc1ccc(NC(=O)CSCc2cc(=O)n3nc(C4CC4)sc3n2)cc1,11%,0.0%,3.2%,-1%,6%,-1%,0.6,90,-2%,-0.2%,
O=C(CN(Cc1ccco1)C(=O)CNS(=O)(=O)c1ccccc1)NCc1ccc(F)cc1,4%,7.7%,0.0%,-1%,-3%,-3%,-0.4,53,7%,0.2%,
COC(=O)c1scc2c(Oc3ccccc3)cc(C(F)(F)F)nc12,·,·,1.5%,0%,0%,·,1.5,59,5%,0.8%,
CS(=O)(=O)n1nc(OC(=O)c2cccs2)cc1N,-1%,1.4%,1.7%,2%,-3%,-4%,-0.3,55,8%,1.3%,
CCCCOc1ccc(C(=O)NCCc2cccs2)cc1,3%,0.5%,5.6%,-7%,-10%,-8%,2.0,55,6%,1.4%,
CCOc1ccc(N(C(=O)C2CCCO2)C2C=CS(=O)(=O)C2)cc1 (stereo unspecified),4%,0.3%,3.0%,-1%,-7%,5%,-1.7,65,1%,-0.2%,
CN(c1ccc(OCC(=O)NC2=NCCS2)cc1)S(=O)(=O)c1ccc(F)cc1,15%,-1.8%[50 µM],-0.2%,-8%,11%,-9%,4.3,62,6%,0.5%,
Cc1cc(=O)oc2cc(OCC(=O)OCC(=O)NCc3ccc4c(c3)OCO4)ccc12,5%,0.0%,1.9%,0%,-18%,6%,0.5,79,8%,0.4%,
c1ccc(CN2CCN(c3ncnc4nc[nH]c34)CC2)cc1,13%,0.6%,-1.1%,4%,10%,-1%,-1.4,63,-3%,0.1%,
CC(=O)C1=C(C)Nc2cc(C(F)(F)F)ccc2S1,3%,0.2%,3.5%,3%,-1%,·,-1.3,49,7%,0.0%,
O=C(Nc1ccc(CN2CCCCC2)cc1)Nc1ccccc1Cl,14%,-0.1%,-0.5%,-10%,11%,7%,-0.3,80,1%,-0.1%,
CCn1c2ccccc2c2cc(NC(=O)CNCc3ccccc3OC)ccc21,21%,-0.3%,-1.3%,2%,-1%,9%,10,46,19%,0.0%,
O=C(NCCOc1ccc(Cl)cc1)C1CC(=O)N(c2ccc(F)cc2)C1 (stereo unspecified),3%,-1.2%,2.1%,0%,4%,-3%,-1.4,45,7%,0.0%,
CCOC(=O)c1cn(CC)c2ccc(Br)cc2c1=O,8%,0.0%,0.9%,1%,-8%,-2%,2.0,71,14%,-0.3%,
CC(/C=N/N1C(=O)CSC1=S)=C\c1ccccc1,1%,3.9%,2.3%,-3%,3%,-3%,-0.2,26,18%,-0.1%,
Cc1ccc(CC(=O)Nc2nc3ccccc3[nH]2)cc1C,6%,3.3%,0.6%,-3%,1%,3%,1.9,53,-2%,0.2%,
Cn1c(CN2CCCC2)nc2cc(NC(=O)c3cccs3)ccc21,7%,0.6%,1.6%,-3%,-4%,-7%,-2.8,65,6%,-0.5%,
COc1cc(OC)c(N(C)S(=O)(=O)c2cccc(C(=O)Nc3nc(C)cs3)c2)cc1Cl,5%,0.0%[50 µM],7.2%,·,·,-5%,-0.6,48,·,·,
COC(=O)N1CCc2c(sc(NC(=O)C3=COCCO3)c2C#N)C1,3%,1.7%[50 µM],-2.6%,·,·,-1%,4.2,66,-2%,·,
Cc1cccc(C)c1NC(=O)CNC(=O)c1ccc2c(c1)NC(=O)CS2,11%,-3.1%,·,·,·,-5%,1.3,49,·,·,
O=C(CCCNC(=O)c1ccc(Cl)cc1)Nc1cccc(S(=O)(=O)N2CCCCC2)c1,6%,-0.2%[50 µM],0.2%,·,·,-5%,-0.3,50,·,·,
NS(=O)(=O)c1ccc(CCNCC#Cc2ccccc2)cc1,18%,-0.3%,0.5%,-2%,2%,0%,-0.5,54,7%,-0.2%,
CCN(C[C@H]1N[C@@](CC)(C(=O)OC)[C@H]2C(=O)N(Cc3ccccc3)C(=O)[C@@H]12)S(=O)(=O)c1ccccc1,1%,0.1%,·,·,·,-5%,0.6,49,·,·,NS5 inhibitors pilot replicate=0.6
Cc1ccc2cc(CCNC(=O)C(C)(C)C)c(=O)[nH]c2c1,8%,-1.2%,1.8%,-2%,1%,-1%,0.4,100,3%,0.1%,
O=C(NC1CCCCC1)N1CCC(c2nc(-c3ccc(S(=O)(=O)N4CCCC4)cc3)no2)CC1,5%,2.3%,-0.9%,1%,-3%,-6%,4.8,58,-2%,1.2%,
O=C(CCCC(=O)N(CC(=O)NC1CCCC1)c1cccc(F)c1)Nc1ccccn1,4%,0.0%,1.9%,-4%,-2%,-7%,-1.0,59,7%,0.1%,
CCO[C@@H]1OC(C(=O)N2CCN(C)CC2)=C[C@H](c2ccc(C(F)(F)F)cc2)[C@H]1CCCO,3%,-0.5%,-1.7%,2%,17%,-8%,-5.0,108,9%,0.9%,
COc1ccc(NC(=S)Nc2cccc(Cl)c2Cl)cc1OC,9%,-0.1%,-1.0%,34%,9%,6%,0.3,29,4%,-0.4%,
Cc1[nH]c(=O)[nH]c(=O)c1S(=O)(=O)N1CCN(c2ccccc2F)CC1,-1%,-0.3%,2.2%,0%,4%,-6%,0.2,42,16%,-0.1%,
CCNS(=O)(=O)c1ccc(NC(=O)c2ccc(Cn3cc(Br)cn3)o2)cc1,7%,5.8%,4.7%,6%,0%,-7%,-1.6,48,12%,-1.3%,
c1cc(OCCCN2CCCCC2)ccc1CN1CCCCC1,7%,0.5%,-0.8%,0%,32%,-12%,0.8,81,12%,-0.4%,
Nc1ccc(N)c(C(=O)O)c1,?,0.1%[50 µM],-1.3%,·,·,?,2.4,59,12%,·,
CCSC1=C(C#N)C2(CCCC2)C(C#N)=C(N)N1,8%,3.1%[50 µM],4.1%,-2%,19%,-30%,3.5,65,-7%,0.1%,
CC1CCN(C(=O)CSc2nnc(CN3CCOCC3)n2-c2ccccc2)CC1,9%,4.8%,-1.1%,-4%,-20%,6%,-1.7,66,4%,0.1%,
NC(=O)c1ccsc1NC(=O)CSc1nnc2ccccn12,-29%,-1.0%,0.2%,12%,8%,-4%,-0.9,38,10%,0.0%,
COC(=O)c1ccccc1NS(=O)(=O)c1ccc2c3c(cccc13)C(=O)N2,4%,1.7%,-1.2%,4%,10%,0%,1.1,50,·,-0.1%,
O=C(Nc1ccc2c(c1)OCO2)C1CCCN(S(=O)(=O)c2cccs2)C1 (stereo unspecified),-3%,0.3%,15%,-2%,14%,-9%,1.5,70,0%,0.5%,
Cc1ccc(-c2nc3ccccc3[nH]2)cc1NC(=O)/C=C/c1ccco1,7%,1.1%,14%,-6%,-10%,-18%,2.9,52,1%,0.5%,
CCN(CC)c1ccc(N)cc1S(=O)(=O)Nc1ccccc1OC,17%,0.0%,1.0%,-2%,-6%,-4%,-0.6,53,?,-0.2%,
Cc1cc(NCc2ccccn2)n2ncc(-c3ccccc3)c2n1,-3%,-2.3%,4.0%,-4%,-4%,5%,-0.6,40,8%,-0.6%,
CC(NC(=O)c1ccc(Br)s1)c1ccncc1 (stereo unspecified),2%,0.0%,2.5%,1%,6%,-7%,0.1,51,20%,-0.1%,
COc1cc(-n2c(C)nc3cccnc32)c(Cl)cc1C(=O)O,4%,-0.2%,0.5%,4%,-2%,3%,-0.7,85,8%,0.0%,
CCCc1cc(=O)[nH]c(SCC(=O)N2CCN(S(=O)(=O)c3ccc(C)cc3C)CC2)n1,5%,1.9%,4.1%,3%,4%,1%,1.3,61,8%,1.1%,
Cc1cc(Cl)ccc1OCc1cn2cccnc2n1,0%,0.1%,4.1%,2%,4%,-4%,-0.3,59,-1%,-0.9%,
CCOc1ccc(NC(=O)COC(=O)Cc2ccsc2)cc1,3%,0.6%[50 µM],·,·,·,0%,0.7,60,·,·,
CCOC(=O)c1ccc(-n2cncn2)nc1,-2%,-2.4%,1.0%,6%,-2%,-5%,-4.6,98,-6%,0.1%,
CSc1ccccc1NC(=O)CN(C)C(C)C(=O)Nc1ccc(C#N)cc1 (stereo unspecified),11%,3.4%,4.3%,1%,0%,6%,-1.2,56,6%,-1.0%,
CC1=CC(C)(C)N(C(=O)CSc2nnc(-c3ccc(C)cc3)o2)c2ccc(C)cc21,4%,1.3%,13%,2%,-3%,-1%,2.1,60,1%,-0.2%,
Cc1cc(NC(=O)NCc2ccccc2)c(=O)n(Cc2ccccc2F)c1,8%,0.1%,1.8%,9%,5%,-2%,3.8,56,8%,-0.4%,NS5 inhibitors pilot replicate=1.8
